KB-V1 cytotox = kills drug-selected multidrug resistant KB-V1 cells; KB-V1 MDR cells viability, CellTiter-Glo, 72 h; Potency, µM (titrated, usually from 46.1 µM), inactives show at the highest dose activity change, negative = cytotoxicity, most hits filed as cytotoxic; actives 3.4% (n = 400,000); AID 1347076; also: % is scaled to controls: 0 for no effect and ±100 for the full control effect; nearly all actives have a fitted effect of over 60% in size
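Following 72 h at 37 degrees C with compound, KB-V1 cell viability was read by CellTiter-Glo luminescence, medium being phenol-red-free DMEM plus 10% FBS; concentration-response parameters came from normalized, curve-fitted qHTS data.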
SW480 rerep = induces DNA re-replication in SW480 colon adenocarcinoma cells; actives 1.8% (n = 340,000); SW480 DNA re-replication, Hoechst DNA content imaging, 48 h; AID 624297; Potency, µM (highest dose often 46.1 µM), for the others: top-dose re-replication activation, usual class: activators; also: % of control where 0% means no effect; nearly all actives have a fitted effect of over 55% in size
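Hoechst fluorescence of nuclei (405 nm excitation, 500-530 nm emission) measured by plate-scanning imager after 48 hr compound exposure at 37 C; re-replication scored as increased number of nuclei with elevated intensity.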
HT1080NT lethal = kills 2HG-producing HT-1080-NT fibrosarcoma cells; HT-1080-NT fibrosarcoma viability, CellTiter-Glo ATP luminescence, 48 h; Potency, µM (highest dose often 46.1 µM), without a hit: at the highest dose activity, negative = less viability, usual class: cytotoxic; actives 1.6% (n = 360,000);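 also: NT is the 2HG producing partner of a matched IDH1 knockdown line; 0% = DMSO-treated cells and -100% = media-only wells without cells; nearly all actives have a fitted effect of over 55% in size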
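750 cells/well, RPMI + 5% FBS; 2 h settle, compound pin-transfer, 48 h at 37 degrees C. CellTiter-Glo 10 min RT, luminescence. Normalized to DMSO and media-only wells.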
GLP1R cytotox = cytotoxic in the GLP-1 receptor inverse agonist counter-screen. Potency, µM (series often up to 38.3 µM), without a hit: at the top dose activity change, negative = inhibition, most hits filed as inhibitors. HEK293 cAMP-luciferase reporter cells, luminescence, 24 h. AID 624418. actives 0.13% (n = 410,000);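 also: loss of luciferase light is scored as toxicity; % is scaled to controls: 0 for no effect and ±100 for the full control effect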
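Step one: seed cells (200 cells/uL, DMEM with 10% Nu serum, 1% pen-strep). Step two: 12-hour incubation at 37 deg C. Step three: pin 23 nL compound, incubate 24 hr. Step four: add luciferase reagent, read luminescence 12 min later.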
GLP-1R agonist = GLP-1 receptor (human) agonism | actives 0.007% (n = 380,000) | P43220 | HEK293 GLP-1R CRE-luciferase, luminescence, 4-6 h; cells express a hypersensitive GLP-1R form | Potency, µM (doses to about 45.6 µM), for the others: top-dose activation, hits mostly activators; also: % of control where 0% means no effect
Target sequence (P43220 whole entry, looked up): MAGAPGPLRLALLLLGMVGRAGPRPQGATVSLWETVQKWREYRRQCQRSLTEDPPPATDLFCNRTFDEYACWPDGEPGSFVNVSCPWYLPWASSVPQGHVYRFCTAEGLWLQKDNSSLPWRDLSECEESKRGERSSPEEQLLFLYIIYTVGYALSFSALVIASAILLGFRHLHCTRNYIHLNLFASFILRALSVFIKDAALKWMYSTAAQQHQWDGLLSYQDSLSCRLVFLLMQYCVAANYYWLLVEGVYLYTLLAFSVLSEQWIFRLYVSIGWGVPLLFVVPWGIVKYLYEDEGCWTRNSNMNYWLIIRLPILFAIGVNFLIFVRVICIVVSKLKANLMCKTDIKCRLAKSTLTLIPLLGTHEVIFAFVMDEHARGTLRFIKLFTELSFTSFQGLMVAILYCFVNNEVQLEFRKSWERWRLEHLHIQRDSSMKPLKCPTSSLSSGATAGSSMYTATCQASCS
HT1080 IDH1KD tx = kills HT-1080 cells with IDH1 knockdown; actives 2% (n = 360,000); AID 686971; HT-1080 IDH1 knockdown viability, ATP luminescence, 48 h; Potency, µM (top dose mostly 46.1 µM), for the others: at the highest dose activity, negative = toxicity, hits mostly cytotoxic;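 also: 0% = DMSO wells and -100% = cell-free medium wells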
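% activity derives from luminescence (CellTiter-Glo), normalised to DMSO and no-cell wells. HT-1080-IDH1KD cells, 750/well, had 48 h compound exposure at 37 °C.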
KB-3-1 tox = KB-3-1 parental cell cytotoxicity; KB-3-1 viability, CellTiter-Glo ATP luminescence, 72 h; Potency, µM (top dose mostly 46.1 µM), inactives show at the top dose activity change, negative = cytotoxic, most hits filed as cytotoxic; actives 1.4% (n = 400,000); AID 1347075; also: % is scaled to controls: 0 for no effect and ±100 for the full control effect; nearly all actives have a fitted effect of over 60% in size
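KB-3-1 parental drug-naive adenocarcinoma cells in DMEM/10% FBS, incubated 72 h at 37 C with pin-transferred compounds across a concentration series. Viability by CellTiter-Glo luminescence; concentration-response curves fitted after normalization.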
TDP43 rescue = rescues yeast growth from TDP-43 toxicity | Potency, µM (highest dose often 46.1 µM), without a hit: top-dose growth rescue (activation), hits mostly activators | actives 1.8% (n = 410,000) | TDP-43 expressing yeast growth rescue, BacTiter-Glo, 24 h | AID 652104; also: % of control where 0% means no effect; nearly all actives have a fitted effect of over 50% in size
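Growth rescue of TDP-43-toxic yeast measured as ATP luminescence (BacTiter-Glo). Cells grown to mid-log in raffinose, induced in galactose at OD600=0.02, exposed to compound 24 hr at 30 deg C.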
GLP1R inv ag = inverse agonists of human GLP-1 receptor; P43220; HEK293 GLP-1R CRE-luciferase, luminescence, 24 h; GLP-1R form is constitutively active; actives 1.6% (n = 410,000); AID 624417; Potency, µM (titrated, usually from 38.3 µM), for inactives: at the highest dose activity change, negative = inhibition, most hits filed as inhibitors; also: % is scaled to controls: 0 for no effect and ±100 for the full control effect; nearly all actives have a fitted effect of over 55% in size
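GLP-1R inverse agonism mode: basal reporter luminescence in engineered HEK293 cells measured after one day of compound exposure at 37 deg C, with a 12 min room-temperature detection step.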
* marks the source's active call; other numbers are inactive results; u = inconclusive; x = not tested or not shown; [ ] = dose if it differs, or a comment. Calls follow the shape of the dose curve; as a rule, active = well fitted curve in the direction sought with a large enough effect; inconclusive = small, poorly fitted or top-dose-only effect, or another doubt; inactive = no such curve, though single readings can be large; an effect the other way counts as inactive or inconclusive. Potency is read from the fitted curve at half-maximal effect.

SMILES	KB-V1 cytotox	SW480 rerep	HT1080NT lethal	GLP1R cytotox	GLP-1R agonist	HT1080 IDH1KD tx	KB-3-1 tox	TDP43 rescue	GLP1R inv ag
COC(=O)Nc1cc(C(F)(F)F)ccc1N1CCN(c2ccccc2)CC1	-1%	-3%	12%	6%	-1%	0%	0%	11%	2%
O=C(Nc1ccc(Br)cc1F)c1ccc2nc(CCc3ccccc3)oc2c1	11%	x	x	5%	x	x	1%	-2%	-7%
O=C(CN1C(=O)NC2(CCCC2)C1=O)Nc1cc(Cl)ccc1N1CCCC1	x	u	-1%	10%	-6%	-12%	x	5%	-29%
CC1CCCN(CCCNC(=O)c2ccc(CS(=O)(=O)Cc3cccc(Cl)c3)o2)C1 (configuration not stated)	0%	0%	28%	-5%	14%	16%	9%	2%	-12%
N#Cc1ccc(CN(c2ccncc2)S(=O)(=O)c2ccccc2)cc1	5%	21%	27%	3%	1%	3%	2%	-3%	6%
COc1cccc(-n2nnc(S(=O)(=O)c3ccc(C)cc3)c2N)c1	u	9%	0%	-13%	2%	1%	-3%	15%	-21%
O=C(NCCc1c[nH]c2ccccc12)N[C@@H](Cc1ccccc1)C(=O)O	8%	-47%[inhibitor]	4%	-10%	2%	4%	0%	-12%	6%
C=C(C)CCOC(=O)C(CC(=O)O)NCc1ccco1 (configuration not stated)	1%	-7%	0%	1%	-2%	2%	6%	7%	7%
Cc1ccc(Nc2nc(C(=O)N3CCC(C(=O)NCc4ccccc4)CC3)cs2)cc1	u	2%	-30%	3%	14%	-20%	-8%	15%	u
CCN(CC)CCOC(=O)C1(c2ccc(OC)c(OC)c2)CCCC1	21µM*	-8%	-15%	-7%	2%	-7%	-5%	-24%	0%

Overlap with the part before: 4 entries, then new ones.
SMILES	KB-V1 cytotox	SW480 rerep	HT1080NT lethal	GLP1R cytotox	GLP-1R agonist	HT1080 IDH1KD tx	KB-3-1 tox	TDP43 rescue	GLP1R inv ag
O=C(NCCc1c[nH]c2ccccc12)N[C@@H](Cc1ccccc1)C(=O)O	8%	-47%[inhibitor]	4%	-10%	2%	4%	0%	-12%	6%
C=C(C)CCOC(=O)C(CC(=O)O)NCc1ccco1 (configuration not stated)	1%	-7%	0%	1%	-2%	2%	6%	7%	7%
Cc1ccc(Nc2nc(C(=O)N3CCC(C(=O)NCc4ccccc4)CC3)cs2)cc1	u	2%	-30%	3%	14%	-20%	-8%	15%	u
CCN(CC)CCOC(=O)C1(c2ccc(OC)c(OC)c2)CCCC1	21µM*	-8%	-15%	-7%	2%	-7%	-5%	-24%	0%
CCCCOc1ccc(C(=O)NCC(=O)NCc2ccncc2)cc1	0%	-2%	-3%	-6%	-12%	-6%	7%	12%	6%
CC(=O)Nc1ccc(S(=O)(=O)N2CCN(S(=O)(=O)c3cccs3)CC2)cc1	0%	-1%	2%	7%	-27%	2%	10%	18%	2%
COc1cc2c(cc1OC)C1(C)N(CC2)C(C(C)=O)=NN1c1ccc(Cl)cc1 (configuration not stated)	-11%	u	12%	46%[activator]	7%	-7%	0%	5%	u
CC(NC(=O)c1cc2c(=O)n3ccccc3nc2n(CC2CCCO2)c1=N)c1ccccc1 (configuration not stated)	u	6.5µM*	0%	289%[activator]	8%	0%	-14%	12%	11%
Cc1cccn2c(CNC3CCCc4ccccc43)c(C(=O)N3CCOCC3)nc12 (configuration not stated)	-5%	-3%	-4%	-2%	4%	-6%	-2%	17%	12%
O=C(NCc1cccnc1)c1ccc(-c2ccccc2[N+](=O)[O-])o1	-17%	4%	-2%	-9%	3%	2%	1%	0%	13%
O=C(CCC1N=C2c3ccccc3N=C(SCc3cccc(Cl)c3)N2C1=O)NCCc1ccccc1 (configuration not stated)	20%	x	x	-1%	x	x	-1%	u	1%
Cc1ccccc1CC1(CO)CCCN(C(=O)c2ccoc2)C1 (configuration not stated)	-16%	x	0%	4%	5%	8%	0%	16%	-6%
COc1ccccc1NS(=O)(=O)c1cc(C(=O)N2CCN(C(=O)c3ccco3)CC2)ccc1F	26%	8%	22%	-20%	-7%	1%	6%	2%	-12%
c1ccc(CN=C2NN=C(c3cc4ccccc4o3)CS2)cc1	0%	u	-3%	-2%	-1%	6%	1%	-1%	22%

Brought forward from above: six compounds, then new ones.
SMILES	KB-V1 cytotox	SW480 rerep	HT1080NT lethal	GLP1R cytotox	GLP-1R agonist	HT1080 IDH1KD tx	KB-3-1 tox	TDP43 rescue	GLP1R inv ag
Cc1cccn2c(CNC3CCCc4ccccc43)c(C(=O)N3CCOCC3)nc12 (configuration not stated)	-5%	-3%	-4%	-2%	4%	-6%	-2%	17%	12%
O=C(NCc1cccnc1)c1ccc(-c2ccccc2[N+](=O)[O-])o1	-17%	4%	-2%	-9%	3%	2%	1%	0%	13%
O=C(CCC1N=C2c3ccccc3N=C(SCc3cccc(Cl)c3)N2C1=O)NCCc1ccccc1 (configuration not stated)	20%	x	x	-1%	x	x	-1%	u	1%
Cc1ccccc1CC1(CO)CCCN(C(=O)c2ccoc2)C1 (configuration not stated)	-16%	x	0%	4%	5%	8%	0%	16%	-6%
COc1ccccc1NS(=O)(=O)c1cc(C(=O)N2CCN(C(=O)c3ccco3)CC2)ccc1F	26%	8%	22%	-20%	-7%	1%	6%	2%	-12%
c1ccc(CN=C2NN=C(c3cc4ccccc4o3)CS2)cc1	0%	u	-3%	-2%	-1%	6%	1%	-1%	22%
CC(C)CC(=O)Nc1ccccc1Oc1ccccc1	8%	-6%	6%	3%	-1%	8%	9%	17%	u
CCCCN(C(=O)CSCC(=O)Nc1cccc(C)c1)c1c(N)n(Cc2ccccc2)c(=O)[nH]c1=O	u	-1%	-6%	-12%	5%	-6%	-1%	-4%	-27%
Cn1c(=O)c2ncn(CC(=O)Nc3nc(-c4ccc(Cl)cc4)cs3)c2n(C)c1=O	-13%	7%	14%	4%	8%	4%	-7%	20%	22%
Cc1nc(C(F)(F)F)c(C(=O)N/N=C(\N)c2cccnc2)s1	3%	4%	2%	-6%	9%	4%	1%	-11%	9%
CN(CC(=O)Nc1ccc(F)cc1)C(=O)COC(=O)C1CCN(c2ccc(C(F)(F)F)cn2)CC1	6%	-1%	-1%	13%	-14%	0%	10%	10%	u
Cc1ccn2c(Nc3c(C)cccc3C)c(-c3ccc(Cl)s3)nc2c1	1%	x	x	1%	x	x	10%	25%	u
CCOc1ccc(C(=O)NCC(=O)NCC(c2ccc(OC)cc2)N2CCOCC2)cc1OCC (configuration not stated)	-1%	-6%	5%	-10%	-4%	9%	18%	3%	8%
COC(=O)C1CC(c2ccc(Cl)cc2)=NO1 (configuration not stated)	0%	-1%	15%	4%	7%	28%	4%	-12%	12%
COc1ccc(C(=O)Nc2ccnn2C2CCN(CCC(C)c3ccc(C)o3)CC2)cc1 (configuration not stated)	u	-3%	-1%	3%	12%	-3%	-1%	12%	u
O=C(COc1ccccc1[N+](=O)[O-])Nc1cccc(C(=O)Nc2ccccc2C(=O)O)c1	2%	-4%	9%	-5%	1%	15%	-3%	11%	27%
Cc1c(NC(=O)COC(=O)/C=C/c2ccccc2Br)c(=O)n(-c2ccccc2)n1C	15%	-36%	5%	-8%	-7%	12%	3%	9%	0%
COc1ccc(C2N(C(=O)c3ccccc3)CCN2C(=O)c2ccccc2)cc1	-25%	-3%	7%	-8%	-6%	10%	6%	-20%	-8%
CN1CCN(C(=S)c2ccc(N(C)C)cc2)CC1	u	1%	9%	-25%	4%	2%	-6%	-15%	-11%
C1=CC2=NC34CCCCC3CC3=C(CCCC3)N4C2=CC1=NC1CCCCC1 (configuration not stated)	5%	u	-12%	u	-6%	u	u	1%	10µM*
O=C(COc1ccc(Cl)cc1Cl)N1CCCC1	u	21%	-2%	19%	24%	6%	4%	-4%	-22%
CSCC(C)N1CCC(n2nccc2NC(=O)CCOc2ccccc2)CC1 (configuration not stated)	-4%	-29%	11%	1%	3%	13%	6%	13%	6%
O=C1c2ccccc2C(=O)N1OCc1c(F)cccc1Cl	-8%	12%	4%	-1%	8%	15%	20%	-6%	24%
Cc1cccc2cc(C#N)c(N3CCC(O)CC3)nc12	-5%	u	0%	78%[activator]	23%	5%	5%	20%	-13%
CSc1ccccc1NC(=O)CO/N=C(\C)c1cc2ccccc2o1	4%	0%	-3%	29%	11%	-11%	11%	19%	u
COc1ccc(NC(=O)Nc2cccc3ccccc23)c(OC)c1	12%	u	u	-13%	0%	u	2%	u	5%

From PubChem BioAssay
